Screening data: PubChem, The Scripps Research Institute Molecular Screening Center
proCasp3 act: procaspase-3 (human) activation; P42574; recombinant procaspase-3 D3A, Ac-DEVD-pNA absorbance 405 nm; activation, % at 8.5 µM; 330,000 compounds, 0.11% hits;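 active = activation above the mean of all tested compounds plus 3 SD, cut at about 21% in these data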;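 also: 0% = DMSO alone and 100% = DMSO wells spiked with extra 5 µM PC-3 D3A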
Target sequence (P42574 whole entry D9A/D28A/D175A): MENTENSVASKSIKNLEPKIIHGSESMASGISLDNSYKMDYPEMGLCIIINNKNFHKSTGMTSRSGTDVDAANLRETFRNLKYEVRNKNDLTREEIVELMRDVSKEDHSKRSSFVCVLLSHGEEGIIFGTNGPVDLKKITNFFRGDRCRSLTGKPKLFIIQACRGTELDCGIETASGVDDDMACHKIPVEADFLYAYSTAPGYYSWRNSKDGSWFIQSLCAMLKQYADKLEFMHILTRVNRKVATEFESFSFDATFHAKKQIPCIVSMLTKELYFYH
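assay system = Procaspase-3 D3A mutant | signal = absorbance at 405 nm, 0 and 120 min | times = 1 h preincubation plus 2 h reaction at 25 °C | repeats = single replicate | read-out = % activation between DMSO and enzyme-spiked controls | medium = Zinc-free HEPES saline buffer with Triton X-100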
AHR act: activates the human aryl hydrocarbon receptor; P35869; AHR-responsive luciferase reporter cells, luminescence; activation, % at 5 µM; 320,000 compounds, 2.5% hits; AID 2796; in the data active = activation above about 47%;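 also: 0% = vehicle wells and 100% = reference agonist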
PP5 inh: blocks human protein phosphatase 5 activity; P53041; purified PP5c, OMFP substrate fluorescence; inhibition, % at 6.7 µM; 320,000 compounds, 0.18% hits;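 active = inhibition above the campaign's mean inhibition across all tested compounds plus 3 SD, cut at about 9.5% in these data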;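 also: 0% = DMSO only and 100% = 100 µM cantharidin control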
procasp7 counter: activates human procaspase-7, counter-screen for procaspase-3 activators. 330,000 compounds, 0.093% hits. activation, % at 8.5 µM. P55210. recombinant procaspase-7, Ac-DEVD-pNA absorbance 405 nm; D23A/D198A/D206A triple mutant, cannot self-cleave; scale: DMSO 0, 5 µM enzyme 100;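 active = percent activation above the screen-wide mean plus 3 SD, cut at about 25% in these data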
Target sequence (P55210 whole entry D23A/D198A/D206A): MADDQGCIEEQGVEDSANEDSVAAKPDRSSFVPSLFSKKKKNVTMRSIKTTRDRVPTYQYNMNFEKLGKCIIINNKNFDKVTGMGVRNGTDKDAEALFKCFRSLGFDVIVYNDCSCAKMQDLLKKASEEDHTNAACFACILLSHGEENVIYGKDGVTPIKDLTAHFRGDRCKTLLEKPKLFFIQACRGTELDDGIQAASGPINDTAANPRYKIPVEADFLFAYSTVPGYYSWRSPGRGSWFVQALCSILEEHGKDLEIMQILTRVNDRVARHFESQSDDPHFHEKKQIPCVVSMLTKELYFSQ
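signal = Epi-absorbance of released pNA at 405 nm, two timepoints | assay system = Uncleavable procaspase-7 mutant enzyme | reagent = Ac-DEVD-pNA substrate, 400 µM as added | times = 1 h enzyme–compound preincubation and 2 h substrate reaction, both 25 °C | benchmarks = low DMSO alone, high DMSO plus 5 µM PC-7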
PP1 counter: PP1-alpha (human) inhibition in PP5 counter-screen; 320,000 compounds, 0.9% hits; inhibition, % at 6.7 µM; purified PP1alpha, OMFP fluorescence; AID 2235;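 active = inhibition above the mean inhibition of all tested compounds plus 3 SD, computed separately for each screening campaign, cut at about 15% in these data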
Target sequence (P62136 whole entry, looked up): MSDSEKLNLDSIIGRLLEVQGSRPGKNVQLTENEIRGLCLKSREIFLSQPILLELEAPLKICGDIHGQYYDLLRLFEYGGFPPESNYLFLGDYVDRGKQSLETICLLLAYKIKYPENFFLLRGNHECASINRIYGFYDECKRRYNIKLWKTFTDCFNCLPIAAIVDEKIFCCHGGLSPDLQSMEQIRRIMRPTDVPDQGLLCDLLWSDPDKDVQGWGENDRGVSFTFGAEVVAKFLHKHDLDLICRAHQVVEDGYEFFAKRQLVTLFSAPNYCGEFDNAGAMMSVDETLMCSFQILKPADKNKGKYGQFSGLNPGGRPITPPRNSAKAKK
TPT1 inhibitor: inhibitors of Candida albicans tRNA 2'-phosphotransferase TPT1; recombinant caTPT1, FP RNA substrate dephosphorylation; inhibition, % at 5 µM; 300,000 compounds, 0.81% hits; AID 1962;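 active = inhibition above the mean of all tested compounds plus 3 SD, set per screening campaign, cut at about 24% in these data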;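 also: plate controls were DMSO alone for no effect and ferristatin control at 100 nM for full effect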
core dimer inh: blocks dimerization of HCV core protein. 300,000 compounds, 0.33% hits. inhibition, % at 5 µM. TR-FRET GST/Flag-core106 dimerization, 1536-well. AID 1899;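 active = inhibition above the mean of all tested compounds plus 3 SD, set per screening campaign, cut at about 45% in these data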
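Test system: GST/Flag-tagged HCV core106 proteins; Medium: KF-containing HEPES buffer, pH 7.45, DTT, CHAPS, BSA; Times: compound-protein-antibody incubation 4 h at 22.5 °C; Detection: TR-FRET 671 and 617 nm emission; Benchmarks: wells lacking GST-core106 and wells with excess unlabelled core106.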
PAFAH2 FP inh: inhibitors of human PAFAH2; recombinant PAFAH2, FP-rhodamine activity probe, fluorescence polarization; 340,000 compounds, 0.99% hits; inhibition, % at 3.39 µM; AID 492956; Q99487;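 active = inhibition above the mean over all tested compounds plus 3 SD, cut at about 30% in these data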;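 also: inhibitors block probe labeling of enzyme so polarization drops; 0% = enzyme with DMSO and 100% = wells lacking PAFAH2 protein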
CTSL1 counter: blocks F. hepatica cathepsin L1 in PFM18AAP counter-screen. recombinant F. hepatica cathepsin L1, Z-Leu-Arg-MCA fluorescence. inhibition, % at 5.96 µM. 300,000 compounds, 0.49% hits;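 active = inhibition above the mean of all tested compounds plus 3 SD, set per screening campaign, cut at about 17% in these data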;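 also: 0% = plate median of test compound wells and 100% = 1 µM Z-Phe-Ala-diazomethylketone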
* hit, by the source's call; / = not tested or not shown. Random draw from the library; any-hit rate near 5.6%.

compound | core dimer inh | TPT1 inhibitor | PP1 counter | procasp7 counter | proCasp3 act | PAFAH2 FP inh | AHR act | PP5 inh | CTSL1 counter
COCCCNC(=O)c1cc2c(=O)n3cc(C)ccc3nc2nc1NCC1CCCO1 (stereo unspecified) | -8 | -4 | -1 | -16 | -6 | / | 1 | 2.4 | 3
CCN(CC(=O)NCc1ccccc1Cl)CC(=O)Nc1c(F)cccc1F | -1 | -3 | 9 | -1 | -2 | 4 | 0 | 3.0 | -2
Cc1cccc(NC(=O)c2cccc(N3C(=O)C4C5C=CC(C6CC56)C4C3=O)c2)c1 (stereo unspecified) | 10 | 0 | 2 | 4 | -1 | -3 | 5 | 5.6 | 0
CCOC(=O)N1CCN(C(=O)COC(=O)c2cccc(C)c2[N+](=O)[O-])CC1 | / | / | -2 | 1 | 4 | 1 | 1 | 2.9 | /
Cc1ccc(C(NC(=O)Nc2ccccn2)C(Cl)(Cl)Cl)cc1F (stereo unspecified) | 6 | 3 | -4 | -2 | 0 | -2 | 1 | -0.3 | -1
COc1ccc(C(=O)Nc2ncccc2C)cc1S(=O)(=O)N1CCCc2ccccc21 | -6 | -2 | 1 | 2 | 14 | 6 | 11 | -0.7 | -5
O=C(NCCSCc1ccccc1)c1ccc(F)cc1 | -4 | 1 | -3 | -3 | -4 | -5 | -1 | 2.1 | -1
Cc1ccc2c(=O)[nH]c(Cc3ccccc3C(=O)O)nc2c1 | 2 | -4 | 1 | 7 | 5 | 2 | 10 | 0.1 | 1
Clc1ccc(OCCCc2nc(-c3cccnc3)no2)c(Cl)c1 | -3 | 0 | 1 | -1 | -7 | 11 | 1 | 4.4 | -2
CCn1c(SCC(=O)NNC(=O)c2ccc(OC)cc2)nnc1-c1cccnc1 | 0 | -3 | -5 | 7 | 5 | -3 | 0 | -2.2 | -4
Cc1ccc(S(=O)(=O)c2c(N)n(Cc3ccco3)c3nc4ccccc4nc23)cc1C | 14 | 23 | 6 | 10 | 2 | -20 | 3 | 3.0 | 1
COC(=O)[C@@]1(Cc2ccc(F)cc2)[C@H]2c3cc(C(=O)N(C)C)n(Cc4nc5ccccc5[nH]4)c3C[C@H]2CN1C(=O)c1ccccc1 | 7 | 9 | -3 | 6 | 1 | / | 12 | 2.1 | -2
CC(=O)Oc1ccc(C(=O)O)c(OC(C)=O)c1 | 0 | -3 | -4 | 4 | 1 | -5 | -1 | -0.1 | 0
CC(C)OC(=O)c1ccccc1C(=O)c1ccc(N)c([N+](=O)[O-])c1 | -2 | -5 | 2 | -1 | -6 | 2 | 4 | 0.4 | -2
Cc1ccc(NC(=O)c2cncc(Br)c2)nc1 | 11 | 0 | -1 | -9 | -2 | -3 | 16 | -0.6 | 3
Cc1ccc(NC(=O)CSCc2nc3c(nnn3Cc3ccc(F)cc3)c(=O)[nH]2)c(C)c1 | 3 | -3 | 1 | 5 | 6 | 2 | -2 | -2.3 | 2
CC(C)c1ccc(NC(=S)N2CCN(S(=O)(=O)c3ccccc3)CC2)cc1 | -4 | 1 | -2 | 6 | 2 | -5 | 2 | 5.1 | 0
COc1ccc(NC(=S)Nc2ncccc2C)c(OC)c1 | -6 | 2 | -1 | -25 | -6 | 7 | 2 | 1.1 | -3
NS(=O)(=O)c1ccc(CCNC(=O)CSc2nc3ccccc3c(=O)n2CC2CCCO2)cc1 (stereo unspecified) | -2 | -2 | -6 | -2 | 3 | -7 | 2 | 0.2 | -3
Cc1nc2ccccc2c(=O)n1-c1ccc(F)c(NS(=O)(=O)c2ccccc2F)c1 | -3 | -5 | 3 | 3 | -5 | 3 | 0 | 0.1 | -3
CCS(=O)(=O)N1CCN(C(=O)c2ccccc2[N+](=O)[O-])CC1 | 0 | 0 | -2 | 0 | -1 | -3 | 1 | -2.0 | -1
COc1cccc(C2CC(C(F)(F)F)n3nc(C(=O)Nc4c(C)n(C)n(-c5ccccc5)c4=O)cc3N2)c1 (stereo unspecified) | 1 | -3 | 2 | 13 | -6 | -6 | 2 | 5.8 | 1
CCC(C)N1C(=O)S/C(=C/c2ccc3c(c2)n(C)c(=O)n3C)C1=O (stereo unspecified) | 1 | 1 | 4 | -2 | -2 | 5 | -3 | 3.8 | 2
O=C(NCc1ccccc1)c1ncn[nH]1 | -3 | -2 | -3 | 4 | -4 | 0 | 0 | 0.5 | -2
CCOC(=O)C1(CCCCCCOc2ccc(Cl)cc2)CO1 (stereo unspecified) | 2 | -4 | 0 | -1 | 11 | / | -2 | 0.7 | 4
COc1ccc(NC(=O)CN2C(=O)COc3ccc(C)cc32)cc1 | 3 | 1 | 1 | 4 | -2 | 6 | 1 | 0.1 | -2
Cc1ccc(NS(=O)(=O)c2ccc(C(=O)N3CCC3)cc2)cc1 | -4 | -1 | -6 | 6 | 8 | 2 | 0 | -1.1 | 4
COc1ccc2ccccc2c1C1NC(=O)NC(C)=C1[N+](=O)[O-] (stereo unspecified) | 15 | -2 | -1 | 1 | 5 | 7 | 3 | -1.0 | 1
COC(=O)C(C)N(C#N)c1nc(C)cc(C)n1 (stereo unspecified) | 5 | -1 | 4 | 10 | 6 | 12 | 4 | 0.4 | -4
COc1ccc(-c2c(-c3ccc(S(C)(=O)=O)cc3)sc3ccc(OC)cc23)cc1 | / | / | / | 10 | 1 | 3 | 7 | / | /

The closing two records of the part above come first, to join the parts.
compound | core dimer inh | TPT1 inhibitor | PP1 counter | procasp7 counter | proCasp3 act | PAFAH2 FP inh | AHR act | PP5 inh | CTSL1 counter
COC(=O)C(C)N(C#N)c1nc(C)cc(C)n1 (stereo unspecified) | 5 | -1 | 4 | 10 | 6 | 12 | 4 | 0.4 | -4
COc1ccc(-c2c(-c3ccc(S(C)(=O)=O)cc3)sc3ccc(OC)cc23)cc1 | / | / | / | 10 | 1 | 3 | 7 | / | /
O=C(C1CCCO1)N1CCc2ccccc21 (stereo unspecified) | 22 | 0 | 0 | 1 | 1 | 4 | 16 | 0.3 | -2
O=C(NC1CC1)c1cc2c(F)cccc2s1 | 7 | 0 | -3 | 11 | 4 | -9 | -2 | 0.2 | -3
CC(C)CCn1c(SCCc2ccccc2)nc2c1c(=O)[nH]c(=O)n2C | 11 | -1 | 3 | -12 | -17 | 0 | 3 | -0.1 | 3
COC(=O)c1cn(C)c2ccc(S(=O)(=O)N3CCCC3)cc2c1=O | -8 | 0 | -3 | 5 | -9 | -4 | 1 | -0.8 | -2
CC(C)c1ccc(CN2CC(C(=O)O)CC2=O)cc1 (stereo unspecified) | 2 | -1 | -7 | -3 | 4 | -13 | 2 | 0.2 | -2
O=C(Nc1cccc(Cl)c1)Nc1nnc(CC2=CCCCC2)s1 | 7 | 1 | -1 | 8 | 6 | -2 | 4 | -0.9 | 1
COc1ccc(C2=NOC(COc3ccc4c(C)cc(=O)oc4c3)C2)c(OC)c1 (stereo unspecified) | -1 | -2 | -5 | -2 | -4 | / | -7 | 4.7 | 1
CCC(C)(C)n1nnnc1CN1CCC(NC(=O)c2ccccc2C)CC1 | -7 | -1 | 1 | 7 | 3 | 2 | 0 | 0.5 | 1
Cn1ncc(N=Cc2ccccc2[N+](=O)[O-])c1C(N)=O | -1 | 0 | -5 | -7 | 5 | 5 | -2 | 2.4 | -1
Cc1ncoc1C(=O)N1CCCC(N2CCN(c3ccccc3F)CC2)C1 (stereo unspecified) | -1 | -1 | -3 | -5 | 3 | -8 | 3 | 0.4 | 4
CSc1ccccc1NC(=O)COC(=O)CCc1ccccc1 | -3 | -2 | -3 | 4 | -4 | 9 | -1 | 1.2 | -2
C[C@H]1CN([C@@H](C)CO)C(=O)c2cccc(NC(=O)C3CC3)c2O[C@H]1CN(C)C(=O)Nc1ccc2c(c1)OCO2 | / | / | / | -10 | 1 | 5 | 3 | / | /
COc1cccc(CC(NC(C)=O)C(=O)NC2CCN(S(=O)(=O)c3cccc4ccccc34)CC2)c1 (stereo unspecified) | -4 | 0 | -6 | 0 | 6 | 4 | 0 | 1.1 | 0
CCNC(=O)N1CCC(c2nc3ccccc3s2)CC1 | -18 | -3 | 2 | 3 | -5 | -3 | 3 | -5.0 | 7
CN(C)S(=O)(=O)c1cccc(NC(=O)c2ccc(NS(=O)(=O)c3cccs3)cc2)c1 | / | / | / | 7 | 6 | -6 | 1 | / | /
CNC(=S)N/N=C(\C)c1ccc2c(c1)OCO2 | 5 | 0 | 1 | -15 | 3 | 6 | 72* | 0.9 | -3
O=c1oc2ccccc2n1CCCOc1ccccc1 | 1 | -2 | 1 | 4 | 12 | -2 | -1 | 1.7 | -1
COc1ccc(NS(=O)(=O)c2cc3c(cc2C)N(C)CCO3)c(OC)c1 | -5 | 4 | 0 | -2 | 1 | 8 | 7 | 0.0 | -3
CSCCC(=O)N(C)CC1CCCN(CCc2cccc(C(F)(F)F)c2)C1 (stereo unspecified) | -12 | 0 | 2 | -9 | 10 | -3 | -2 | 1.0 | 1
COc1cc(C(C)=O)ccc1OCC(O)CN(CCO)Cc1ccccc1 (stereo unspecified) | 2 | 0 | -2 | 7 | 7 | 7 | 4 | -1.4 | -2
CC(C)Cc1ccc(C(C)C(=O)Nc2cccnc2)cc1 (stereo unspecified) | -4 | -3 | 11 | -12 | -2 | -6 | -5 | -3.5 | -2
CN(C(=O)COc1ccccc1)c1nnc(-c2ccncc2)s1 | 6 | -2 | -1 | 6 | 5 | 4 | 0 | 4.2 | -5
C/C=C/c1ccc(OCC(=O)Nc2ccc(C(N)=O)cc2)c(OC)c1 | 1 | -1 | 3 | -5 | 3 | -3 | 2 | -0.1 | -12
CC(=O)Nc1ccccc1OCC(=O)NCC(F)(F)F | -2 | 3 | 1 | 0 | -2 | 5 | 6 | -3.5 | -7
Nc1ccc(-c2ccc(N)c(C(=O)O)c2)cc1C(=O)O | -19 | 1 | 0 | -4 | -3 | 7 | 0 | 1.5 | 4
O=C(c1cc2ccccc2oc1=O)N(Cc1ccco1)C1CCS(=O)(=O)C1 (stereo unspecified) | 3 | -3 | 2 | 6 | 2 | 0 | 0 | 0.4 | 0
CCCc1cc(C(=O)N2CCCC(N3CCN(c4ccccc4F)CC3)C2)n(C)n1 (stereo unspecified) | -6 | -1 | -1 | -8 | 5 | 6 | -1 | -1.6 | -2
COc1ccccc1OCc1nc(C#N)c(N2CCC(C(N)=O)CC2)o1 | -1 | 0 | -1 | -3 | -7 | -7 | 21 | -4.3 | 2
CCOc1cccc(CN2CCCC(CCC(=O)NCc3ccccc3F)C2)c1O (stereo unspecified) | 1 | -2 | -5 | 13 | 6 | 2 | 3 | -1.3 | -4
